# ERG Ets-DNA blk: qHTS for Small Molecule Inhibitors of the ERG Ets/DNA interaction; fluorescence polarization, His-ERG Ets domain / labelled DNA; Potency, µM (doses to about 76.9 µM), inactives show at the highest dose FP activity, negative = inhibition, usual class: inhibitors; 370,000 tested, 0.028% active; AID 624246, 2012; active = well fitted inhibition curve with a large enough effect in the polarisation, with a control signal flat; inconclusive = small, poorly fitted or top-dose-only effect, or effect the other way, or a change in a side signal; inactive = no such curve, though single readings can be large or run the other way; the % refers to the polarisation;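 note: polarization taken with two DNA probes labelled with fluorescein and Texas red; potency is the fitted concentration of half-maximal effect; % of control where 0% means no effect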
#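 His-tagged ERG Ets domain (1 uM in the protein solution; 300mM KCl, 50mM Tris-HCl, 1mM EDTA, 1mM DTT, pH 7.5) received compound, then a probe mix of 5 nM fluorescein-DNA and 100nM Texas-615-DNA. Fluorescence polarization was read for both dyes.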
# G9a inh: qHTS Assay for Inhibitors of Histone Lysine Methyltransferase G9a | G9a H3K9 monomethylation, AlphaScreen, 2 h | Histone-lysine N-methyltransferase EHMT2 (Homo sapiens), Q96KQ7 | 350,000 tested, 8.8% active | Potency, µM (series often up to 102 µM), without a hit: top-dose activity, negative = inhibition, most hits filed as inhibitors; note: potency is the fitted concentration of half-maximal effect; % is set by controls: 0 for no effect and ±100 for the full control effect; nearly all actives have a fitted effect of over 75% in size
# Target sequence (Q96KQ7 913-1193 limits assumed): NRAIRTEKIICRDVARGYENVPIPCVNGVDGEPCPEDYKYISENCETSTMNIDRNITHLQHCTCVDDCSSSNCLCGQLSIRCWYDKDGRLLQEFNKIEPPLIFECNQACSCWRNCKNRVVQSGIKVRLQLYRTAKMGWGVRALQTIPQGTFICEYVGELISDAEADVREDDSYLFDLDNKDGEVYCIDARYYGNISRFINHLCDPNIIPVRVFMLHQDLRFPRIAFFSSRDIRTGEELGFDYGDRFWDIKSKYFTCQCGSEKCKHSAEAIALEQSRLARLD
#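 Enzyme 20 nM + cpd, 15 min RT; add b-H3K9 pep 500 nM / SAM 20 uM; 2 h RT; anti-H3K9me1 Ab 0.5 ug/mL + SA donor / anti-rabbit acceptor beads 20 ug/mL each, 10 min; AlphaScreen read.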
# RGS4 inh: Inhibitors of Regulator of G Protein Signaling (RGS) 4: qHTS; 390,000 tested, 0.039% active; AID 504845, 2011; Potency, µM (highest dose often 114 µM), for the others: top-dose activity change, negative = inhibition, actives largely listed as inhibitors; Transcreener GDP fluorescence polarization, RGS4-accelerated GTP hydrolysis; Regulator of G-protein signaling 4 (Homo sapiens), P49798; note: potency is the fitted concentration of half-maximal effect; % is set by controls: 0 for no effect and ±100 for the full control effect; nearly all actives have a fitted effect of over 75% in size; some results filed as inactive show a strong effect at the top dose
#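 MLSMR compounds (23 nl, pin-transferred) preincubated 10 min at room temperature with a 500nM (2x) first reagent, then RGS4 at 900nM (2x) plus Transcreener GDP mix added; fluorescence polarization (620/688 nm) read before and after 90 min at 30 °C.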
# GLS inhibitor: qHTS for Inhibitors of Glutaminase (GLS) | 410,000 tested, 0.21% active | AID 624170, 2012 | Glutaminase kidney isoform, mitochondrial (Homo sapiens), O94925 | GLS enzymatic activity, qHTS titration | Potency, µM (top dose mostly 45.5 µM), inactives show at the highest dose activity change, negative = inhibition, most hits filed as inhibitors; note: potency is the fitted concentration of half-maximal effect; % is set by controls: 0 for no effect and ±100 for the full control effect
# Target sequence (O94925 whole entry, looked up, canonical isoform): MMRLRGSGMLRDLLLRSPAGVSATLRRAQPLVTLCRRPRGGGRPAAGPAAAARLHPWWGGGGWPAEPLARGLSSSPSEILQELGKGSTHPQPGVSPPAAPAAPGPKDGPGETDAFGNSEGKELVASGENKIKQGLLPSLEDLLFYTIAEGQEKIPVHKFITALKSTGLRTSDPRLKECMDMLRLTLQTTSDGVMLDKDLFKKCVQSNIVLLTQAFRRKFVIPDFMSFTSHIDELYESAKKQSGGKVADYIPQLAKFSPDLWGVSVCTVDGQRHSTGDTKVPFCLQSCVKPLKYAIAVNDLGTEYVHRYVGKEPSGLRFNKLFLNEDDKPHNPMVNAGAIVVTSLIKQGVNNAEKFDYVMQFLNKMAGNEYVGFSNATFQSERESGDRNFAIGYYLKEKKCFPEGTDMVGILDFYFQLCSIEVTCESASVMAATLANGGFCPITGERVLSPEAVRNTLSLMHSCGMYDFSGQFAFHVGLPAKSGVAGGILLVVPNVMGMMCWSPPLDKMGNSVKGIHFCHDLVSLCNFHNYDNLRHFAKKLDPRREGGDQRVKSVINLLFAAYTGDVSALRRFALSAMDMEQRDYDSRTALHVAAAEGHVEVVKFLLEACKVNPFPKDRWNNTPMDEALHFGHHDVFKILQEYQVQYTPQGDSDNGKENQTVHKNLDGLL
#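 Two-point fluorescence kinetic (t0, 30 min RT) for hKGA; glutamate detected via glutamate oxidase–HRP–Amplex Red. Substrate: 1 mM L-glutamine solution; buffer 45 mM KH2PO4, pH 8.2.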
# HP1b chromo inh: HTS for Inhibitors of HP1-beta Chromodomain Interactions with Methylated Histone Tails. Chromobox protein homolog 1 (Homo sapiens), P83916. AlphaScreen HP1-beta / biotin-H3K9me3 peptide binding. Potency, µM (titrated, usually from 114 µM), for the others: top-dose activity change, negative = inhibition, most hits filed as inhibitors. 390,000 tested, 0.56% active. AID 540317, 2011; note: potency is the fitted concentration of half-maximal effect; nearly all actives have a fitted effect of over 70% in size; inactives centre near 23
#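 HP1-beta protein (50 nM final) preincubated 30 min at room temperature with biotinylated H3(1-18)K9me3 peptide (50 nM) in PBS pH 7.4, 0.01% Tween-20, then compound added for 30 min. AlphaScreen streptavidin donor/nickel chelate acceptor beads (10 ug/mL final), 30 min dark, luminescence read.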
# 12-LOX inh: Primary qHTS assay for inhibitors of human arachidonate 12S-lipoxygenase (ALOX12): Round 2. Polyunsaturated fatty acid lipoxygenase ALOX12 (Homo sapiens), P18054. purified 12hLO, xylenol orange hydroperoxide absorbance. Potency, µM (titrated, usually from 108 µM), without a hit: at the highest dose activity change, negative = inhibition, usual class: inhibitors. 580,000 tested, 1.1% active; note: potency is the fitted concentration of half-maximal effect; % is set by controls: 0 for no effect and ±100 for the full control effect
#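 Purified human 12hLO (150 nM final) in 25 mM Hepes, 0.01% Triton X-100, pH 7.0 was preincubated 15 min at room temperature with compound. Then 40 uM arachidonic acid was added, 30 min. Hydroperoxide was read by Fe-XO absorbance ratio 573/405 nm.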
# BAZ2B block: qHTS Assay for Inhibitors of BAZ2B | 360,000 tested, 4.4% active | AID 504333, 2011 | AlphaScreen BAZ2B-H3K14Ac peptide displacement | Potency, µM (top dose mostly 114 µM), without a hit: at the top dose activity change, negative = inhibition, most hits filed as inhibitors | Bromodomain adjacent to zinc finger domain protein 2B (Homo sapiens), Q9UIF8; note: potency is the fitted concentration of half-maximal effect; % is set by controls: 0 for no effect and ±100 for the full control effect; nearly all actives have a fitted effect of over 60% in size
#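 Protein-peptide AlphaScreen: BAZ2B 50 nM, b-H3K14Ac 50 nM, 1x PBS pH 7.4 + 0.01% Tween-20. Preincubation 30 min RT; cpd 30 min RT (top 110 uM); beads 20 min RT, light-protected.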
# JMJD2A Tudor inh: qHTS Assay for Inhibitors of JMJD2A-Tudor Domain; Potency, µM (series often up to 114 µM), without a hit: at the top dose activity change, negative = inhibition, usual class: inhibitors; AlphaScreen JMJD2A-Tudor / H3K4me3 peptide binding; 390,000 tested, 4.4% active; AID 504339, 2011; Lysine-specific demethylase 4A (Homo sapiens), O75164; note: potency is the fitted concentration of half-maximal effect; % is set by controls: 0 for no effect and ±100 for the full control effect; nearly all actives have a fitted effect of over 50% in size
# PI4K2A inh: qHTS for small molecular inhibitors of PI4K2A; Phosphatidylinositol 4-kinase type 2-alpha (Homo sapiens), Q9BTU6; purified PI4K2A, ADP-Glo luminescence, 1 h; stronger effect = lower value; activity change, negative = inhibition, % at 76.9 µM; 420,000 tested, 0.13% active; in the data active = activity change below about -50%; inconclusive = mostly about -30% to -49%;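 note: -100% = wells without enzyme as full effect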
#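 ADP-Glo luminescence measured ADP generated by PI4K2A enzyme (4 ug/mL before mixing) with 1.2 mM PI substrate (pre-mix) and 300 microM ATP (pre-mix). Tris pH7.5 buffer with MgCl2, Triton X-100; 1 h reaction at ambient temperature.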
# Starred values were filed as active, the others as inactive; u = inconclusive; x = no result given; & = joins results of further samples; [ ] = remark or other dose. Unless noted, calls come from the whole dose curve; as a rule, active = well fitted curve in the direction sought with a large enough effect; inconclusive = small, poorly fitted or top-dose-only effect, or another doubt; inactive = no such curve, though single readings can be large; an effect the other way counts as inactive or inconclusive. An excerpt (hit frequency here may not be typical).
1. CC(=O)c1nn(-c2ccccc2)cc1C(=O)c1ccc(Br)cc1
2. Cc1ccc(C(=O)NCCN2CCN(C(=O)c3ccc(C)c(C)c3)CC2)cc1C
3. O=C(COC(=O)CCC(=O)c1cccs1)Nc1ccccc1C(F)(F)F
4. Cc1cc(C)cc(NC(=O)c2ccc(NC3=NC4CS(=O)(=O)CC4S3)cc2)c1 (stereo unspecified)
5. N#Cc1cnc(SCC(=O)c2ccccc2)nc1N
6. CCN(C(=O)COC(=O)CNC(=O)c1ccc(C)cc1)c1c(N)n(Cc2ccccc2)c(=O)[nH]c1=O
7. CC1(C)OC(c2ccccc2)=C/C(=C/C=Nc2ccccc2)O1
8. N#CCSc1nnc(COc2ccc3ccccc3c2)o1
assay / entry	1	2	3	4	5	6	7	8
ERG Ets-DNA blk	9%	9%	-8%	10%	-7%	-6%	5%	0%
G9a inh	12%[59 µM]	12%	x	11%	13µM*	-4%[12.7 µM]	u	u
RGS4 inh	-7%	30%	-15%	6%	u	-9%	-5%	25%[11.4 µM]
GLS inhibitor	0%	0%	11%	-6%	-8%	1%	18%	2%
HP1b chromo inh	34%[activator]	3%	38%	39%	39%[activator]	30%	-11%	21%
12-LOX inh	-25%	-5%	-2%	5%	0%	22%	31%[activator]	-4%
BAZ2B block	5%	-30%	x	-3%	10%	-1%	u	0%
JMJD2A Tudor inh	7%	-22%	-6%	-18%	-17%	-7%	u	12%[57.1 µM]
PI4K2A inh	2	0	-4	-7	4	-3	2	5

# Of the compounds above, two contain a halogen.
1. CC(=O)c1nn(-c2ccccc2)cc1C(=O)c1ccc(Br)cc1
3. O=C(COC(=O)CCC(=O)c1cccs1)Nc1ccccc1C(F)(F)F
assay / entry	1	3
ERG Ets-DNA blk	9%	-8%
G9a inh	12%[59 µM]	x
RGS4 inh	-7%	-15%
GLS inhibitor	0%	11%
HP1b chromo inh	34%[activator]	38%
12-LOX inh	-25%	-2%
BAZ2B block	5%	x
JMJD2A Tudor inh	7%	-6%
PI4K2A inh	2	-4

# (list continues)
9. COCC(=O)NNS(=O)(=O)c1ccccc1[N+](=O)[O-]
10. Cc1[nH]c2ccccc2c1C(=O)C(=O)NC1CC1
11. CCCn1nc(NC(C)=O)c2cc3cccc(C)c3nc21
12. COc1cc(O)c(C(CCN2CCCCC2)c2ccc3c(c2)OCO3)c(OC)c1 (stereo unspecified)
13. Cc1nnc(SC(C)C(=O)Nc2ncc(Cl)cc2Cl)n1Cc1ccccc1 (stereo unspecified)
14. CC(=O)c1cccc(NS(=O)(=O)c2ccc(N/C=C\C(=O)c3ccc(C)cc3)cc2)c1
15. CCOc1ncccc1C(=O)OCC(=O)Nc1ccc2c(c1)OCO2
16. Cc1nn(CC(=O)Nc2cc(F)ccc2F)c(=O)c2cccn12
assay / entry	9	10	11	12	13	14	15	16
ERG Ets-DNA blk	-4%	0%	8%	12%	3%	-1%	-3%	-1%
G9a inh	18µM*	x	160%[activator]	7%[59 µM]	-12%	u	8%	-36%[59 µM]
RGS4 inh	0%	11%	-3%	-10%&-4%	-19%	-6%[11.4 µM]	24%	-3%
GLS inhibitor	11%	0%	2%	0%	-10%	-13%	-4%	-6%
HP1b chromo inh	29%	40%[activator]	136%[activator]	1%&16%	43%[activator]	13%	13%	39%[activator]
12-LOX inh	-15%	99%[activator]	15%	-12%	6%	0%	-1%	u
BAZ2B block	-8%	u	61%[activator]	u	11%	-30%	-10%	-15%
JMJD2A Tudor inh	-15%	1%	31%	u	-14%	-26%[11.4 µM]	-15%	-4%
PI4K2A inh	0	-1	-7	-20	-4	-1	9	0

17. CCO[C@H]1OC(C(=O)O)=C[C@@H](C2CCCCC2)[C@@H]1CCCO
18. COc1ccc(N2CCN(C(=O)Cn3cnc4c(cnn4-c4ccccc4)c3=O)CC2)cc1
19. Cc1[nH]n(-c2ccc([N+](=O)[O-])cc2)c(=O)c1C=NCC1CCCO1 (stereo unspecified)
20. CCOc1ccc(S(=O)(=O)Nc2ccccc2C(=O)N2CCOCC2)cc1
21. O=C1OC2(c3ccc(O)cc3Oc3cc(O)ccc32)c2ccccc21
22. O=C(Nc1ccccc1)c1ccc(OC(=O)c2ccccc2)cc1
23. COc1ccc(N2C(=O)[C@@H]3[C@H](C2=O)[C@H](C(C)=O)N2c4ccccc4C=C[C@@H]32)cc1
24. O=C(CSc1cc(Cl)ccc1Cl)NC1CCCC1
assay / entry	17	18	19	20	21	22	23	24
ERG Ets-DNA blk	2%	3%	-15%	-4%	x	-3%	-5%	-9%
G9a inh	8%[12.7 µM]	3%	-2%	18%	u	13%	8.9µM*	-13%[59 µM]
RGS4 inh	-10%	13%	13%	-11%	x	-22%	-10%	-14%
GLS inhibitor	-4%	12%	-2%	-10%	3%	-11%	-9%	1%
HP1b chromo inh	50%[activator]	8%	35%	20%	x	54%	-4%	0%
12-LOX inh	0%	-22%	-2%	-10%	-12%[22.9 µM]	0%	u	-1%
BAZ2B block	-10%	4%	-20%	5%	x	10%	u	8%
JMJD2A Tudor inh	-8%	-14%	-13%	-3%	x	-9%	-7%	-13%
PI4K2A inh	-2	2	-5	5	-2	-9	-4	-6

25. COc1ccc(-c2c3c(nc4sc(C(=O)Nc5cc(C)on5)c(N)c24)CCC3)cc1
26. CC(=O)N1CCc2cc(S(=O)(=O)CCC(=O)NCCc3ccc(Cl)cc3)ccc21
27. COc1cccc(C(=S)N2CCOCC2)c1OS(=O)(=O)c1ccc(Cl)cc1
28. COc1ccc(NC(=O)c2cccc(NC(=O)c3ccccc3)c2)cc1
29. COc1ccc(OC)c(S(=O)(=O)NC2CC(=O)N(c3cccc(F)c3)C2)c1 (stereo unspecified)
30. COC(=O)Cn1c(N2CCCC2)nc2c1c(=O)n(C)c(=O)n2C
31. CN1CCN(C(=O)c2ccc(COc3ccc(C(C)(C)C)cc3)o2)CC1
32. Cc1ccc2c(c1)/C(=C/c1ccccc1F)C(=O)N2
assay / entry	25	26	27	28	29	30	31	32
ERG Ets-DNA blk	x	-4%	12%	22%	-4%	5%	1%	5%
G9a inh	2%[12.7 µM]	-25%	3%[12.7 µM]	1%[59 µM]	-3%	-4%	-14%[12.7 µM]	-3%
RGS4 inh	2%	-2%	u	-1%	18%	-3%	9%	1%
GLS inhibitor	-2%	-6%	-2%	1%	-5%	3%	8%	-7%
HP1b chromo inh	73%[activator]	6%[57 µM]	28%	31%	46%[activator]	31%	23%	30%
12-LOX inh	25%	5%	-16%	3%	-25%	0%	0%	-2%
BAZ2B block	15%	0%	-14%	-24%	-4%	-16%	-1%[57.1 µM]	-9%
JMJD2A Tudor inh	3%	-29%	-14%	-6%	4%	-14%	-24%	-23%
PI4K2A inh	-2	-5	-5	0	3	2	2	-2

33. CCn1c(SCC(=O)O)nnc1-c1ccccc1OC
34. Cc1ccc(-n2c(SCc3ccccc3F)nc3[nH]ncc3c2=O)cc1Cl
35. Cc1ccc(NC(=O)CN(C)C(=O)c2cccnc2Nc2cccc(C(F)(F)F)c2)cc1
36. CCN1CCN(C(=O)C2CCC(=O)N(Cc3cccc(C(F)(F)F)c3)C2)CC1 (stereo unspecified)
37. O=C(c1ccco1)N1CCC(c2nc3c(nnn3Cc3ccccc3Cl)c(=O)[nH]2)CC1
38. Cc1ccc2nc(SCC(=O)c3ccc4c(c3)NC(=O)CO4)[nH]c2c1
39. COC(=O)c1ccc(NC(=O)C(=O)c2cccn2C)cc1
40. CN(C(=O)Cn1nnc2ccccc2c1=O)C1CCCCC1
41. O=C1CCC([N+](=O)[O-])C(c2ccccc2Br)N1 (stereo unspecified)
assay / entry	33	34	35	36	37	38	39	40	41
ERG Ets-DNA blk	3%	-10%	3%	0%	13%	5%	-8%	-4%	-20%
G9a inh	32%	-29%[59 µM]	x	13%	-11%	x	-4%	-10%[59 µM]	22%
RGS4 inh	-5%	-6%	-13%	-4%	-12%	-11%	-19%	16%	-3%
GLS inhibitor	7%	-10%	-4%	-1%	3%	0%	-1%	14%	-10%
HP1b chromo inh	22%	12%	28%	12%	10%	20%	39%	2%	36%
12-LOX inh	-1%	u	-24%	2%	3%	-21%	-11%	-1%	28%
BAZ2B block	-7%	-21%	-39%	2%	-4%	-3%	-4%	2%	10%
JMJD2A Tudor inh	-6%	u	-16%	-14%	-3%	-4%	-5%	-3%	3%
PI4K2A inh	-1	4	1	4	0	0	-82*	4	2

# Assay outcomes: PubChem, National Center for Advancing Translational Sciences (NCATS)
